# sEH act – increases human soluble epoxide hydrolase activity. P34913. 91,000 compounds, 0.04% hits. activation, % at 2 µM. AID 717. purified human sEH enzymatic activity, activator screen; in the data active = activation above about 37%; also: values of inactives mirror those of a sister screen read the other way
# Target sequence (P34913 whole entry, looked up): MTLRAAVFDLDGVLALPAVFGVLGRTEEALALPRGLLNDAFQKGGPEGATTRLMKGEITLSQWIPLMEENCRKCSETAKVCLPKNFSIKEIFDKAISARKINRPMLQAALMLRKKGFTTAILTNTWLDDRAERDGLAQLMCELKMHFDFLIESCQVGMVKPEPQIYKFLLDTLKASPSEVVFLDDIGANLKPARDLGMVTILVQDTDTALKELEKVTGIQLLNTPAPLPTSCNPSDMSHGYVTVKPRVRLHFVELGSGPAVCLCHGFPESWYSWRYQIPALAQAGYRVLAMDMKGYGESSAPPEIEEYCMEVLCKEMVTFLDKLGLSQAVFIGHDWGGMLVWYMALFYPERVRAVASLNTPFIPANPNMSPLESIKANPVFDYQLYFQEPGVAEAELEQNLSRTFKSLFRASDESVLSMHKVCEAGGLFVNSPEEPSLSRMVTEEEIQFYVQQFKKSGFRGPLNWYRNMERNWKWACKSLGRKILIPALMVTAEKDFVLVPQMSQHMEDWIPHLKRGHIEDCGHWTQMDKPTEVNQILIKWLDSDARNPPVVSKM
# * hit, by the source's call; & = joins results of further samples. This is a subset; count on the stated rates, not on these rows.
sEH act	structure
4	CC(=O)Nc1sc(C)c(C)c1C(=O)Nc1ccc(C)cc1
-12	CCOc1cc(CNc2ccccc2SC)ccc1O
-8	COC(=O)c1cnc(SC)nc1C
22	CC(O)Cc1nsc(NC(=O)c2ccc(Br)o2)n1 (configuration not stated)
5	O=C1CC(=O)C(n2cncn2)C(c2c(F)cccc2Cl)C1 (configuration not stated)
10	Cc1ccc(-c2cc(C(F)(F)F)n3nc(C(=O)NCCCn4ccnc4)cc3n2)cc1C
-5	CCN(CC)S(=O)(=O)c1cc(C(=O)Nc2cccnc2)ccc1Cl
-3	COc1ccc(C(C(=O)NC2CCCCC2)N2CCC3(CC2)OCCO3)cc1 (configuration not stated)

# Going on with the list.
sEH act	structure
-3	COC(=O)Nc1ccc(S(=O)(=O)N2CCC(Cc3ccccc3)CC2)cc1
-2	COc1ccc(C(=O)/C=C/c2ccccc2OC)c(OC(=O)c2ccc([N+](=O)[O-])cc2)c1
5	CC1(C)Cc2c(c(N3CCOCC3)nc3sc4c(N5CCOCC5)nnnc4c23)CS1
2	O=C(NC(=S)Nc1ccc2c(c1)OCCO2)c1ccccc1
8	O=C(NNS(=O)(=O)c1ccccc1)C1CCN(S(=O)(=O)c2ccc(Cl)cc2)CC1
5	CNc1nc(-c2ccccc2)nnc1C(F)(F)F
4	COc1ccc(-c2ccc3c(N)c(C(=O)c4ccc(OC)c(OC)c4)sc3n2)cc1
8	O=[N+]([O-])c1cc(S(=O)(=O)Nc2cccc(C(F)(F)F)c2)ccc1-n1nnc2ccccc21

# (next part)
sEH act	structure
-2	O=C1OC(Oc2ccccc2)(c2ccccc2)c2ccccc21 (configuration not stated)
5	COc1ccc(C(=O)Nc2cc(C(C)=O)c(/C=C/N(C)C)oc2=O)cc1
-53	O=C(NCc1cccc(C(F)(F)F)c1)c1cc(Cl)cc(Cl)c1
10	COC(=O)CN1C(=S)N(c2ccc(Cl)cc2)C(=O)C1CC(=O)Nc1ccc(Cl)cc1 (configuration not stated)
-8	CCNC(=S)NS(=O)(=O)c1ccc(CC)cc1
-3	Cn1cnnc1-c1cccc(NS(=O)(=O)c2ccc(N3CCCC3=O)cc2)c1
-14	CCc1ccc(/C=N/NC(=O)c2cc(-c3ccccc3OC)nc3ccccc23)s1
-2	CC1Cc2ccccc2N1C(=O)CSc1nnc(-c2ccccc2)c(-c2ccccc2)n1 (configuration not stated)

# Remaining list, next part
sEH act	structure
-11	O=C(/C=C/c1ccc2c(c1)OCO2)NCCSCc1ccc(Cl)cc1Cl
7	COc1ccc(CCNC(=O)C(=O)NCc2ccccc2)cc1OC
9	Cc1nn(Cc2c(F)c(F)c(F)c(F)c2F)c(C)c1NC(=O)c1nn(C)cc1[N+](=O)[O-]
17	N#Cc1ccc(N2CCCC2C(=O)O)c([N+](=O)[O-])c1 (configuration not stated)
8	O=C(/C=C/c1cccc(Cl)c1)Nc1ccncc1
-31	Cc1cccc[n+]1C1C(c2ccccc2)C(C#N)=C(C(=C=[N-])C#N)NC1(O)C1CC1 (configuration not stated)
7	O=C(Nc1ccccc1)O/N=C(\c1ccccc1)c1ccccn1
-8	COc1ccc(-c2cc(C(F)(F)F)c(C#N)c(SCC(=O)Nc3ccc(C)cc3)n2)cc1

# An excerpt of these results, bar-delimited.
structure | sEH act
COc1ccc(CCNC(=O)C(=O)NCc2ccccc2)cc1OC | 7
Cc1nn(Cc2c(F)c(F)c(F)c(F)c2F)c(C)c1NC(=O)c1nn(C)cc1[N+](=O)[O-] | 9
N#Cc1ccc(N2CCCC2C(=O)O)c([N+](=O)[O-])c1 (configuration not stated) | 17
O=C(/C=C/c1cccc(Cl)c1)Nc1ccncc1 | 8

# Carrying on.
sEH act	structure
-8	O=C(O)c1cc2c(o1)CCC/C2=N\O
4	O=C(N/N=C/c1cccnc1)c1ccc([N+](=O)[O-])cc1Cl
-5	Clc1ccc(OCCCNCc2ccccc2)c(Br)c1
-1	Cc1ccc(S(=O)(=O)NC(=O)Nc2nnc(C)s2)cc1
4	CCN(CCO)Cc1csc2ccc(Br)cc12
17	NC(=O)CSc1oc(-c2cccs2)nc1S(=O)(=O)c1ccccc1
-6	N#CCCn1cc(/C=N/NC(=O)c2ccncc2)c(-c2ccccc2)n1
11	Cc1c(Cl)c(C(F)(F)F)nn1CC(=O)N1CCSCC1

# Other compounds follow:
sEH act	structure
14	Cc1nn(-c2ccccc2)c(N2CCCCC2)c1/C=N/O
-7	CC1CCC(NC(=O)COc2ccccc2C(N)=O)CC1 (configuration not stated)
3	COc1ccc(Br)cc1C(=O)Nc1ccc(Cc2ccncc2)cc1
-1	CC1CCCN(C(=O)Cn2cnc3c2c(=O)n(C)c(=O)n3C)C1 (configuration not stated)
0	O=c1c(Cc2ccc(F)cc2)c(O)ccn1Cc1cccc(Cl)c1
-2&4	COc1ccc(C2=C(CN(C)C)C(c3ccccc3)c3ccccc3O2)cc1 (configuration not stated)
10	COc1ccc(C(=O)NC(=S)NC(C)(C)C)cc1Br
0	Cc1cc(C(=O)Nc2c(C)nn(Cc3ccccc3Cl)c2C)no1

# Additional records
sEH act	structure
7	CCOC(=O)c1c(C)n(-c2ccc(C)cc2)c2c(C(C(C)=O)C(=O)O)c(Br)c(O)c(O)c12 (configuration not stated)
3	CC(=O)n1c2c(c3ccccc31)OC(N)=C(C#N)C2c1ccc(C(C)C)cc1 (configuration not stated)
-9	Cc1ccc2cc(C)c3nnc(SCC(=O)Nc4nc5c(s4)CCCC5)n3c2c1
1	COc1cccc2cc(-c3cn4cccc(C)c4n3)c(=O)oc12
9	CNC(=O)c1sc(N2N=C3/C(=C/c4ccccc4)CCCC3C2c2ccccc2)nc1C (configuration not stated)
10	O=S(=O)(NCc1ccc(Cl)cc1)c1ccc(Cl)nc1
-6	O=C(Cn1cnc2ccccc21)Nc1ccc(C(=O)O)cc1
-19	O=C1NC(=Nc2cccc(Cl)c2)SC1Cc1cccc(Cl)c1Cl (configuration not stated)

# Additional compounds
sEH act	structure
-7	CCc1cc2cc3c(cc2nc1SCC(=O)Nc1nccs1)OCO3
4	COc1ccc(NC(=O)c2ccc(C)cc2Cl)c([N+](=O)[O-])c1
-10	CCOC(=O)CN(C(=O)CSc1nnc2c(n1)[nH]c1c(C)cc(C)cc12)c1ccccc1
-2	Cc1ccc(C)c(OCc2nnc(N)s2)c1
17	CCn1c(CSCc2ccc(C)cc2)nnc1SCC(=O)N1CCN(c2ccccc2)CC1
1	CCCn1c(-c2cccnc2Cl)nc2cc(Cl)c(Cl)cc21
-4	CCC(C)(C)NC(=O)c1cc(OC)c(OC)cc1[N+](=O)[O-]
-12	CCOc1cc(/C=C2/C(=O)ON=C2C)ccc1OCc1ccc(F)cc1

# Next compounds
sEH act	structure
2	Cc1cc(C)nc(N/N=C/c2ccccc2)n1
-6	Cc1c(Br)cc(C(=O)O)c(C)c1C
-41	N#CCC1c2ccccc2CCN1C(=O)Nc1ccc(Cl)cc1 (configuration not stated)
0	O=C(Nc1ccc(F)cc1F)c1cccn1-c1ncc(C(F)(F)F)cc1Cl
13	CCOC(=O)CNS(=O)(=O)c1ccc(S(=O)(=O)N2CCCC2)cc1
-1	CCOc1cc(CNc2cccc3ccccc23)cc(Br)c1OCC(=O)NC(C)(C)C
-2	O=C(CN1CCN(c2ccccc2)CC1)N1CCc2[nH]c3ccccc3c2C1
-78	CN(c1cccc(NC(=O)Nc2ccc(Cl)cc2)c1)S(C)(=O)=O

# An excerpt from above in order of count of non-hydrogen atoms, high to low:
sEH act	structure
10	Cc1ccc(-c2cc(C(F)(F)F)n3nc(C(=O)NCCCn4ccnc4)cc3n2)cc1C
5	CC1(C)Cc2c(c(N3CCOCC3)nc3sc4c(N5CCOCC5)nnnc4c23)CS1
4	COc1ccc(-c2ccc3c(N)c(C(=O)c4ccc(OC)c(OC)c4)sc3n2)cc1
-3	Cn1cnnc1-c1cccc(NS(=O)(=O)c2ccc(N3CCCC3=O)cc2)c1
-3	COC(=O)Nc1ccc(S(=O)(=O)N2CCC(Cc3ccccc3)CC2)cc1
7	COc1ccc(CCNC(=O)C(=O)NCc2ccccc2)cc1OC
-5	CCN(CC)S(=O)(=O)c1cc(C(=O)Nc2cccnc2)ccc1Cl
-1	CC1CCCN(C(=O)Cn2cnc3c2c(=O)n(C)c(=O)n3C)C1 (configuration not stated)
2	O=C(NC(=S)Nc1ccc2c(c1)OCCO2)c1ccccc1
17	N#Cc1ccc(N2CCCC2C(=O)O)c([N+](=O)[O-])c1 (configuration not stated)
-8	CCNC(=S)NS(=O)(=O)c1ccc(CC)cc1

# Continuation.
sEH act	structure
-14	N#CCCn1c(=S)[nH]c2ccccc21
-1	CCOC(=O)c1nc(C)n(-c2ccc(Cl)cc2)n1
24	CN1CCc2nc(SCc3ccc(C(C)(C)C)cc3)c(C#N)cc2C1
-4	COC(=O)N/N=C\C=C\c1ccc2c(c1)OCO2
11	C/C(=N\NC(=O)c1cccc(Cl)c1)c1cccc(NC(=O)c2ccco2)c1
-6	COc1ccc2[nH]cc(C(O)CN3CCC(C(N)=O)CC3)c2c1 (configuration not stated)
13	CCN(CC)c1nc(C)nc2c1cnn2CCc1ccccc1
0	O=c1c2ccccc2c(-c2ccccc2)nn1-c1ccc(Cl)c(Cl)c1

# The results go on:
sEH act	structure
-8	Cc1ccc(-c2nnc(-c3ccc(NC(=O)c4cccs4)cc3)o2)cc1
6	COC(=O)c1sccc1-n1cccc1C(=O)NCc1ccccc1
-4	O=C(Nc1nc2ccccc2[nH]1)c1ccccc1F
1	CCSc1nc(C(F)(F)F)cc(=O)n1-c1ccccc1
12	O=C(O)c1cccc(NC(=S)NC(=O)C(c2ccccc2)c2ccccc2)c1
8	CC(O)(CS(=O)(=O)Cc1ccccc1Cl)C(=O)Nc1cccc(C(F)(F)F)c1 (configuration not stated)
-2	O=C(Nc1nnc(C2CC2)s1)c1cc2c(s1)CCCCCC2
4	C=CCn1c(CSCc2ccc(C)cc2)nnc1SCC(=O)NCc1ccccc1

# Next section
sEH act	structure
15	Cc1cc(C)c2c(N=NN(C)C)[nH]nc2n1
4	COc1ccc(SCc2noc(C(=O)NC(C)C)c2C(=O)O)cc1
-6	C=CCNC(=O)c1ccc(-c2nc(-c3ccc(Cl)cc3Cl)cs2)cc1
-15	CCOc1ccccc1C1C(C#N)=C(N)Oc2cc(C)n(C)c(=O)c21 (configuration not stated)
5	COCCN(CCOC)Cc1c(C)[nH]c2ccccc2c1=O
-3	CCN1C(=O)/C(=C\c2ccco2)C(C(=O)OC)=C1C
8	Cc1ccc(OC(=O)c2oc3ccc(F)cc3c2C)c(C)c1
4	CCCSC(=S)NC1CCS(=O)(=O)C1 (configuration not stated)

# The listing continues:
sEH act	structure
6	COc1ccc(CC(=O)O/N=C(\N)Cc2ccc(OC)cc2)cc1
5	COc1ccc(C(c2nnnn2Cc2cccs2)N2CCC(C(N)=O)CC2)c(OC)c1 (configuration not stated)
-1	CC(=O)/C(=N/Nc1cccc(C)c1)N1CCOCC1
-2	COc1ccc(C(=O)/C=C(\C)Nc2ccc3c(c2)OCO3)cc1
-7	CCCCn1nnnc1SCC(=O)NNC(=O)C1CCCCC1
4	O=C(Nc1ccc(F)cc1)c1sccc1SCc1cccc(C(F)(F)F)c1
-86	CCCOc1cccc(/C=N/NC(=O)c2csc(C)c2C)c1
-11	COC(=O)c1ccc(C(=O)OC)c(NC(=O)COC(=O)CC2CC3CCC2C3)c1 (configuration not stated)

# Other compounds:
sEH act	structure
0	CC1CCN(S(=O)(=O)c2ccc(NC(=O)N3c4ccccc4Sc4ccccc43)cc2)CC1
1	Cc1ccc(-c2cnc(SCC(=O)N3CCCc4ccccc43)n2C)cc1
6	O=C1c2ccccc2C(=O)N1CCCCN(C(=O)c1cccc([N+](=O)[O-])c1)c1ccc(Cl)cc1
1	N#Cc1ccsc1NC(=O)CN1CCCCCC1
1	Cc1ccccc1C(=O)NC(=S)Nc1ccc(Oc2ccc(Cl)cc2)cc1
-4	O=C(c1ccc(Cl)cc1)c1cnc(Nc2ccccc2)s1
-3	O=C(NC(=S)Nc1cccc(Cl)c1N1CCCCC1)c1cccs1
12	O=C(Nc1nc(-c2cc(Cl)sc2Cl)cs1)c1ccccc1

# Other structures follow:
sEH act	structure
-4	Cc1cccc(NC(=S)NNC(=O)c2ccco2)c1
0	O=C(NNc1cccc(Cl)n1)Nc1ccc(Cl)cc1
-4	Cc1ccc(NC(=S)c2nc3ccccc3s2)cc1
-6	C=C(C)c1cccc(C(C)(C)NC(=O)Nc2cc(C)ccc2OC)c1
0	CCOc1ccc(N=C2NC(=O)S/C2=C\c2ccc(Cl)cc2)cc1
4	COc1ccc(C(=O)Nc2sc(C)c(-c3ccccc3)c2C#N)cc1OC
16	NC(=O)c1oc2ccccc2c1NC(=O)c1ccc(F)cc1
-18	O=C(NCc1n[nH]c(=S)n1-c1cccc(Cl)c1)c1ccc(S(=O)(=O)N2CCCC2)cc1

# Later entries.
sEH act	structure
-20	CCC(=O)N(C)C(c1ccccc1Cl)c1nnnn1-c1c(C)cccc1C (configuration not stated)
-8	Cc1ccc2c(Cl)c(C(=O)NCc3cccnc3)sc2c1
0	Cc1ccccc1C(=O)Nc1ccccc1-n1cccc1
7	CCOC(=O)c1ccc(NC(=O)C2(c3ccccc3)CCCC2)cc1
-4	COc1ccc(C(=S)Nc2ccccc2)cc1
-3	Cc1cc(=O)[nH]c(-n2nc(C)cc2C)n1
6	C=CCc1ccccc1OCC(O)CN1CCN(c2ccccc2F)CC1 (configuration not stated)
5	Nc1c(-c2ccccc2)nc(Cl)nc1-c1ccccc1
